Screening results from PubChem BioAssay.
All columns: NCI-60 one-dose screen, growth in % after 48 h at 10 µM unless noted; 100 = growth as untreated, 0 = no growth, -100 = all killed.
NCI-H322M = NCI-H322M lung cancer; 2.7% of 80,000 active; AID 1794733
SNB-75 = SNB-75 CNS cancer; 5% of 79,000 active; AID 1794750
COLO 205 = COLO 205 colon cancer; 7.3% of 79,000 active
HCT-116 = HCT-116 colon cancer. 7.3% of 82,000 active
HT29 = HT29 colon cancer | 7.4% of 81,000 active | AID 1794748
KM12 = KM12 colon cancer cells; 5% of 82,000 active; AID 1794800
HCC-2998 = HCC-2998 colon cancer. 4.7% of 79,000 active. AID 1794799
SW-620 = SW-620 colon cancer; 5.2% of 82,000 active
HCT-15 = HCT-15 colon cancer | 5.2% of 82,000 active | AID 1794746
Numbers without * were called inactive; x = no result given; & = joins results of further samples; [ ] = remark or other dose. How the source made its calls: active means growth percent below 10; inactive means the rest. Compounds as they come; about 12% have a hit in one of these screens.

SMILES | NCI-H322M | SNB-75 | COLO 205 | HCT-116 | HT29 | KM12 | HCC-2998 | SW-620 | HCT-15
O=C1Nc2ccc(C(=O)O)c(O)c2C1=O | 105 | 103 | 104 | 108 | 117 | 106 | 117 | 104 | 110
Cc1ccc(-c2nc(S(=O)(=O)c3ccc(C)cc3)c(S(=O)(=O)c3ccc(C)cc3)o2)cc1 | 101 | 108 | 117 | 96 | 108 | 111 | 108 | 109 | 103
O=C1NC(c2ccccc2)(c2ccccc2)C(=O)N1CCCN1C(=O)c2ccccc2C1=O | 106 | 86 | 115 | 92 | 107 | 107 | 106 | 96 | 103
O=c1[nH]c2ccc(Cl)cc2[nH]1 | 133 | 94 | 100 | 102 | 108 | 113 | 89 | 104 | x
COC(=O)CC1CC1c1ccc2ccccc2c1 (configuration not stated) | 99 | 94 | 114 | 107 | 111 | 107 | 104 | 109 | 93
Cc1cccc[n+]1C | 109&109 | 87&108 | 126&110 | 98&102 | 107&105 | 113&109 | 118&105 | 113&122 | 110&104
COc1cccc(-c2nc3sccn3c2-c2ccnc(NCCNS(=O)(=O)c3ccc(Br)cc3)c2)c1 | 99 | 73 | 85 | 63 | 66 | 96 | 103 | 94 | 61
CS(=O)(=O)c1cccc(-c2c(-c3cccc(OCc4ccc(F)cc4)c3)nc3sccn23)c1 | 84 | 79 | x | 65 | 63 | 79 | 97 | 85 | 68
COc1ccc([C@@H]2[C@@H](Cl)C(=O)N2c2cc(OC)c(OC)c(OC)c2)cc1C | 35 | 76 | -57* | 3.3* | 11 | 13 | 20 | 27 | 16
CC(=O)CC(=O)Nc1ccccc1C | 124 | 96 | x | 98 | 104 | 110 | 102 | 110 | 105
CCC(C)(C(=O)O)C1CCCCC1 (configuration not stated) | 110 | 103 | 120 | 103 | 107 | 101 | 105 | 100 | 105
COc1ccc2[nH]c3c(c(=O)c2c1)CCCC3 | 103 | 105 | 112 | 102 | 100 | 105 | 106 | 104 | 99
COc1ccc2nc3cc(Cl)ccc3c(N3CCN(c4ccnc(Nc5ccc(F)cc5)n4)CC3)c2c1 | 98 | 69 | 108 | 41 | 83 | 79 | 79 | 89 | 48
CC(C)CC(NC(=O)OCc1ccccc1)(C(=O)O)C(=O)O | 109 | 83 | 103 | 90 | 102 | 102 | 91 | 97 | 106
COC(=O)C(C)(C)C1Oc2ccc(C)cc2C(=O)/C1=C\O (configuration not stated) | 102 | 105 | 113 | 100 | 96 | 102 | 96 | 108 | 103
O=C(CN1C(=O)S/C(=C\c2ccc(Cl)cc2)C1=O)Nc1ncc(Cc2ccc(Cl)cc2)s1 | 92 | 72 | 109 | 85 | 105 | 99 | 106 | 90 | 91
CC(=O)Oc1cc(O)c2c(=O)c(OC(C)=O)c(-c3ccc(OC(C)=O)c(OC(C)=O)c3)oc2c1 | 87 | 58 | 109 | 58 | 101 | 65 | 83 | 102 | 63
COc1ccc(/C=C(\C#N)c2cc(OC)c3c(c2)OCO3)cc1 | 44 | 40 | -41* | 6.0* | x | 5.2* | 16 | 24 | 16
O=C(O)c1cccc(F)c1 | 100 | x | 112 | 105 | 102 | 111 | 100 | x | 99
Cc1ccc(/C=C2\Oc3cc(C)c(Cl)cc3C2=O)cc1 | 123 | 103 | x | 89 | 114 | 99 | 127 | 111 | 95
CS(=O)(=O)Nc1ccc(C(=O)CCN2CCCCCC2)cc1 | 101 | 99 | 95 | 104 | 106 | 111 | 125 | 106 | 111
Cc1ccc(-c2ccccc2N)c2[nH]c3ccccc3c12 | 87 | 74 | 111 | 76 | 91 | 90 | 95 | 102 | 79
Cc1cc(O)ccc1Sc1ccccc1[N+](=O)[O-] | 110 | 95 | 108 | 98 | 94 | 91 | 98 | 90 | 93
N=c1ncn(C2OC(CO)C(O)C2O)c2nc(Br)[nH]c12 (configuration not stated) | x | 104 | 102 | 108 | 102 | 99 | 102 | 91 | 97
COc1ccc(-c2nc3sc4cc(OC)ccc4n3c2-c2nc3c(C)c(C)ccc3[nH]2)cc1 | 119 | 93 | 103 | 102 | 103 | 99 | 109 | 102 | 91

Reprinted from the part before: two entries, then new ones.
SMILES | NCI-H322M | SNB-75 | COLO 205 | HCT-116 | HT29 | KM12 | HCC-2998 | SW-620 | HCT-15
N=c1ncn(C2OC(CO)C(O)C2O)c2nc(Br)[nH]c12 (configuration not stated) | x | 104 | 102 | 108 | 102 | 99 | 102 | 91 | 97
COc1ccc(-c2nc3sc4cc(OC)ccc4n3c2-c2nc3c(C)c(C)ccc3[nH]2)cc1 | 119 | 93 | 103 | 102 | 103 | 99 | 109 | 102 | 91
Nc1cc(S(N)(=O)=O)ccc1N1CCCCC1 | 123 | 94 | 128 | 115 | 103 | 104 | 102 | 108 | 105
CNC(=O)OCc1c(COC(=O)NC)c(-c2ccc(F)cc2)n2c1CCC2 | 99 | 78 | 82 | 71 | 60 | 87 | 88 | 74 | 87
O=C(Nc1ccc(C2=NCCN2)cc1)Nc1cccc(NC(=O)Nc2cccc(C3=NCCN3)c2)c1 | 110 | 87 | 120 | 84 | 94 | 94 | 106 | 117 | 93
COc1cc(CNC(=O)/C=C/c2ccc(OC(C)=O)c(OC)c2)ccc1O | 90 | 77 | 120 | 101 | 113 | 100 | 106 | 107 | 103
Oc1ccc(/C=C2\SCc3cc4ccc(O)cc4[o+]c32)c(O)c1 | 96 | 91 | 131 | 101 | 111 | 82 | 102 | 103 | 101
O=C(CNC(=O)c1cccc2ccccc12)Nc1ccccc1Oc1cccc(O)c1 | 45[5 µM] | 4.3*[5 µM] | 34[5 µM] | 8.2*[5 µM] | 15[5 µM] | 23[5 µM] | 58[5 µM] | 20[5 µM] | 23[5 µM]
Cc1cc(N)ccc1-c1ccc(N)cc1C | 104 | x | 103 | 105 | 102 | 100 | 88 | 101 | 98
COc1cc2nc(-c3ccc(-n4cncc4-c4ccc(F)cc4F)cc3)sc2c(OC)c1OC | 88 | x | 59 | 48 | 49 | 70 | 95 | 71 | 58
CCOC(=O)[C@@H](CSSCCOC(=O)Oc1ncc(F)c(=O)[nH]1)NC(=O)[C@H](C)c1ccc2cc(OC)ccc2c1 | 97 | 109 | 116 | 105 | 103 | 106 | 99 | 104 | 100
O=C(OC1CCCC1)C1(O)CCCCC1 | 114 | 116 | 107 | 109 | 97 | 104 | 105 | 102 | 104
O=C1C(Cl)C(c2ccc([N+](=O)[O-])cc2)N1NCc1nc2ccccc2c(=O)[nH]1 (configuration not stated) | 86 | 83 | 103 | 96 | 96 | 93 | 98 | 85 | 91
COc1c(CNC(=O)CCl)cc2[nH]c(C)cc2c1CNC(=O)CCl | 67 | 70 | 55 | 42 | 38 | 59 | x | 55 | 71
CC[C@H](Nc1nc(N)nc(C)c1C#N)c1nc2cccc(CN(C)c3ncc(C(=O)NO)cn3)c2c(=O)n1-c1ccccc1 | 5.9* | 29 | -56* | -20* | -18* | 16 | -7.3* | 3.5* | 43
N#C/C(=C\c1ccc(Cl)c([N+](=O)[O-])c1)C(N)=O | 90 | 95 | 135 | 61 | 80 | 96 | 102 | 84 | 88
CC(C)(C)OC(=O)NCc1ccc(NC(=S)Oc2ccccc2)cc1 | 93 | 66 | 77 | 86 | 90 | 79 | 90 | 79 | 82
COc1cc(C2CC(c3ccc(Nc4nc(Nc5ccc(Cl)cc5)nc(Nc5ccc(Cl)cc5)n4)cc3)=NN2C(C)=O)cc(OC)c1OC (configuration not stated) | 106 | 106 | 98 | 85 | 97 | 106 | 100 | 106 | 89
C/C(=C(/O)c1ccc(Cl)cc1)c1nc2ccc(Cl)cc2[nH]c1=O | 95 | 72 | 92 | 84 | 86 | 83 | 116 | 92 | 75
COc1ccc(/C=C(\C#N)c2ccccc2)cc1 | 97 | 65 | 103 | 85 | 85 | 49 | x | 71 | 59
CN(C)c1ccc(N=Nc2ccccc2C(=O)O)cc1 | 67&71 | 69 | 51&74 | 86&88 | 73&67 | 91&95 | 104 | 103 | 73&74
O=C1CCNC(=O)N1 | 102 | 90 | 105 | 102 | 104 | 98 | 120 | 99 | 107
CCOC(=O)NC(=O)/C(C#N)=C\Nc1ccccc1 | 107 | 101 | 102 | 95 | 98 | 104 | 104 | 96 | 100
CC(C)Nc1nnc(-c2cccnc2)s1 | 99 | 101 | x | 98 | 96 | 109 | 119 | 105 | 111
O=C(/C=C/c1ccc(C(F)(F)F)cc1)C(F)(F)C(=O)/C=C/c1ccc(C(F)(F)F)cc1 | 109 | 84 | 109 | 99 | 92 | 104 | 99 | 102 | 100
N#Cc1c(-c2ccccc2F)n2c(nc1=O)SC(=O)C2 | 110 | 103 | 117 | 112 | 107 | 111 | 98 | 103 | 110
N#Cc1c(-c2ccccc2)nc(N2CCCCC2)[nH]c1=O | 102 | 79 | 102 | 102 | 89 | 115 | 107 | 103 | 101
New compounds follow.
SMILES | NCI-H322M | SNB-75 | COLO 205 | HCT-116 | HT29 | KM12 | HCC-2998 | SW-620 | HCT-15
O=C(O)c1ccc2c(C(=O)O)cccc2c1 | 108 | 75 | 113 | 103 | 100 | 115 | 95 | 96 | 108
C#CCN(Cc1ccccc1OC)Cc1ccccc1S(=O)c1ccccc1 (configuration not stated) | 86 | 90 | 96 | 67 | 71 | 84 | 81 | 92 | 87
CCCCCCCCC(C)C(=O)N1CCCC1C(=O)N1C(CC(=O)CC)CC(C)CC1C(=O)NC(C)C(=O)NC(C)(C)C(=O)NC(C)(C)C(=O)NC(C(=O)NC(C)C(=O)NC(C)(C)C(=O)NC(C)(C)C(=O)NC(C)CN(C)CCO)C(C)CC (configuration not stated) | 21 | -24* | -76* | -89* | -84* | -76* | x | -81* | -71*
O=C(NCCCl)Nc1ncccc1OCc1ccccc1 | 92 | 103 | 106 | 101 | 95 | 108 | 102 | 99 | 95
C[C@@H](O)CO | 119 | 105 | 117 | 103 | 100 | 102 | 94 | x | 105
CC(C)(C)N1C(=O)c2ccccc2C1=O | 105 | 110 | 123 | 91 | 118 | 105 | 103 | 111 | 106
Clc1c(SCc2ccccc2)ncnc1SCc1ccccc1 | 114 | 95 | 117 | 98 | 101 | 105 | 102 | 99 | 92
O=S(=O)(Oc1ccc(-c2cn3ccoc3n2)cc1)c1ccccc1 | 105 | 102 | 108 | 113 | 103 | 103 | 114 | 102 | 102
COc1ccc(-c2nnc(COc3ccc(NS(=O)(=O)c4ccc(OC)cc4)cc3F)o2)cc1 | 84 | 77 | 71 | 67 | 91 | 73 | 93 | 94 | 85
C=CCC(=O)N[C@H](/C=C/C(=O)OCC)Cc1ccc(-c2cc(Cl)cc(Cl)c2)cc1 | 94 | 90 | 83 | 57 | 76 | 78 | 101 | 77 | 80
COc1cnc(SC)nc1Nc1ccc(C#N)cc1 | 155 | 108 | 137 | 99 | 103 | 109 | 97 | 106 | 111
Cc1ncc(C(=O)Nc2ccc(CN3CCN(C)CC3)c(C(F)(F)F)c2)cc1C#Cc1cnc(NC2CC2)c2ncccc12 | -88* | -97* | x | -90* | -81* | -83* | -54* | -74* | -92*

Shown in markdown: twelve of the compounds above
| Compound | NCI-H322M | SNB-75 | COLO 205 | HCT-116 | HT29 | KM12 | HCC-2998 | SW-620 | HCT-15 |
| --- | --- | --- | --- | --- | --- | --- | --- | --- | --- |
| O=C(O)c1ccc2c(C(=O)O)cccc2c1 | 108 | 75 | 113 | 103 | 100 | 115 | 95 | 96 | 108 |
| C#CCN(Cc1ccccc1OC)Cc1ccccc1S(=O)c1ccccc1 (configuration not stated) | 86 | 90 | 96 | 67 | 71 | 84 | 81 | 92 | 87 |
| CCCCCCCCC(C)C(=O)N1CCCC1C(=O)N1C(CC(=O)CC)CC(C)CC1C(=O)NC(C)C(=O)NC(C)(C)C(=O)NC(C)(C)C(=O)NC(C(=O)NC(C)C(=O)NC(C)(C)C(=O)NC(C)(C)C(=O)NC(C)CN(C)CCO)C(C)CC (configuration not stated) | 21 | -24* | -76* | -89* | -84* | -76* | x | -81* | -71* |
| O=C(NCCCl)Nc1ncccc1OCc1ccccc1 | 92 | 103 | 106 | 101 | 95 | 108 | 102 | 99 | 95 |
| C[C@@H](O)CO | 119 | 105 | 117 | 103 | 100 | 102 | 94 | x | 105 |
| CC(C)(C)N1C(=O)c2ccccc2C1=O | 105 | 110 | 123 | 91 | 118 | 105 | 103 | 111 | 106 |
| Clc1c(SCc2ccccc2)ncnc1SCc1ccccc1 | 114 | 95 | 117 | 98 | 101 | 105 | 102 | 99 | 92 |
| O=S(=O)(Oc1ccc(-c2cn3ccoc3n2)cc1)c1ccccc1 | 105 | 102 | 108 | 113 | 103 | 103 | 114 | 102 | 102 |
| COc1ccc(-c2nnc(COc3ccc(NS(=O)(=O)c4ccc(OC)cc4)cc3F)o2)cc1 | 84 | 77 | 71 | 67 | 91 | 73 | 93 | 94 | 85 |
| C=CCC(=O)N[C@H](/C=C/C(=O)OCC)Cc1ccc(-c2cc(Cl)cc(Cl)c2)cc1 | 94 | 90 | 83 | 57 | 76 | 78 | 101 | 77 | 80 |
| COc1cnc(SC)nc1Nc1ccc(C#N)cc1 | 155 | 108 | 137 | 99 | 103 | 109 | 97 | 106 | 111 |
| Cc1ncc(C(=O)Nc2ccc(CN3CCN(C)CC3)c(C(F)(F)F)c2)cc1C#Cc1cnc(NC2CC2)c2ncccc12 | -88* | -97* | x | -90* | -81* | -83* | -54* | -74* | -92* |
